V1aR counter – V1a receptor agonism, counter-screen for OXTR agonists; P37288; CHO-V1R cells, Fluo-8 calcium fluorescence, agonist mode; 0% DMSO, 100% 3 nM vasopressin; activation, % at 3 µM; actives 0.25% (n = 320,000); AID 2797;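 active = activation above the mean activation of all tested compounds plus 3 SD, per screening run, cut at about 20% in these data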;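 note: signal is peak over basal fluorescence ratio across a 100 second FLIPR read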
Target sequence (P37288 whole entry, looked up): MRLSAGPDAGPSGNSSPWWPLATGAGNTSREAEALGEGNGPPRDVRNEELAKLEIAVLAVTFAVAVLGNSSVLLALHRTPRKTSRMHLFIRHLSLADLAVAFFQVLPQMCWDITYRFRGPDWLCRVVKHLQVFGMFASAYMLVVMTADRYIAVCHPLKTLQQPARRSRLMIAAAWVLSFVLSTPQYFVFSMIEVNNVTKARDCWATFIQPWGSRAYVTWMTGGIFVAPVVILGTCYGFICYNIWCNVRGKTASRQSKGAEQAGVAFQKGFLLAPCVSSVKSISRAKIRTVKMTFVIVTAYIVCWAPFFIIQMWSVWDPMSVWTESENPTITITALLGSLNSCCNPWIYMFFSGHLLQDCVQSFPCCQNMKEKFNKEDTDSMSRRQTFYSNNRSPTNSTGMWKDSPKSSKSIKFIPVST
TAAR1 antag – human TAAR1 antagonism; Q96RJ0; inhibition, % at 3 µM; CHO RD-HGA16 TAAR1, Fluo-8 calcium fluorescence, antagonist; actives 1.5% (n = 360,000); AID 624466;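 active = inhibition above a per-plate cutoff, the mean inhibition of test compounds on that plate plus 3 SD, cut at about 49% in these data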;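 note: 0% = DMSO plus EC80 beta-PEA response and 100% = DMSO alone without agonist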
Target sequence (Q96RJ0 whole entry, looked up): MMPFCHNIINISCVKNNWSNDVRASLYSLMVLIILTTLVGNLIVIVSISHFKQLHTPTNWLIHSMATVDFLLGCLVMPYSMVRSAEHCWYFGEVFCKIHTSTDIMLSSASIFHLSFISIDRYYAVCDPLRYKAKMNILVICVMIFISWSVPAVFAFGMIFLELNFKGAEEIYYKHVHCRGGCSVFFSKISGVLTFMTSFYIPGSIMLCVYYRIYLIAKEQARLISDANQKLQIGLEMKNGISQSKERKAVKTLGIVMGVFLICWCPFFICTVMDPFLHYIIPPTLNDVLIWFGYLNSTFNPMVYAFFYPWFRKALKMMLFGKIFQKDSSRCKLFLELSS
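System: RD-HGA16 CHO cells with stable hTAAR1 and Gα16 | Probe or stimulus: EC80 β-phenethylamine stimulus | Dosing: 3 µM, single point | Times: Dye loading 75 min at 37 °C, then 30 min room temperature | Measured by: Fluo-8 calcium-sensitive fluorescence | Read-out basis: % inhibition of agonist calcium response | Replicates: n of 1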
TAAR1 agonist – agonists of human TAAR1; actives 0.99% (n = 360,000); Q96RJ0; CHO RD-HGA16 TAAR1, Fluo-8 calcium fluorescence; vehicle wells 0%, saturating PEA agonist 100%; activation, % at 3 µM; AID 624467;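 active = activation above the mean activation of all test compounds in the run plus 3 SD, cut at about 38% in these data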
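Assay system – CHO-derived RD-HGA16 cells with stable Gα16 and human TAAR1 · Compound dosing – one-point dosing at 3 µM (nominal) · Incubation – 17-24 h seeding, 75 min 37 °C dye, 30 min RT · Measured by – kinetic Fluo-8 calcium fluorescence · Control set – DMSO vehicle as 0%, PEA at EC100 as 100% · Repeats – single well for each compound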
CHO-K1 Ca antag – nonselective inhibitor or artifact in parental CHO-K1 cells. AID 602250. inhibition, % at 3 µM. ATP-induced calcium, Fluo-8 fluorescence. actives 0.6% (n = 360,000);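 active = inhibition above a per-plate cutoff, the plate's mean sample inhibition plus 3 SD, cut at about 24% in these data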;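 note: 0% = DMSO plus EC80 ATP and 100% = DMSO alone without ATP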
M1 ag parental – M1 agonist counterscreen hit in parental CHO-K1 cells; AID 602248; Fluo-8 calcium fluorescence; scaled to maximal ATP response, vehicle zero; activation, % at 3 µM; actives 0.48% (n = 360,000); in the data active = activation above about 15%;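 note: untransfected CHO-K1 host cells lacking M1 receptor as counterscreen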
M1 ag – human M1 muscarinic receptor agonism; CHO-K1 hM1, Fluo-8 calcium fluorescence, agonist mode; 0% DMSO, 100% acetylcholine EC100; AID 588814; actives 0.33% (n = 360,000); P11229; activation, % at 3 µM;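 active = activation above the run's mean compound activation plus 3 SD, cut at about 16% in these data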;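 note: peak over basal fluorescence ratio within a 140 s kinetic read after compound addition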
CHO-K1 Ca PAM – M1 PAM counterscreen hit in parental CHO-K1 cells. actives 0.02% (n = 360,000). activation, % at 3 µM. ATP EC20, Fluo-8 calcium fluorescence; 0% at ATP EC20, 100% at ATP max;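 active = activation above the run cutoff, the mean activation of all test compounds plus 3 SD, cut at about 40% in these data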;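 note: peak over basal fluorescence ratio in a 140 s read after ATP addition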
CHO parental Ca – counter-screen: ATP calcium response change in parental CHO cells. parental CHO-K1, ATP-induced calcium, Fluo-8 fluorescence. actives 0.63% (n = 330,000). inhibition, % at 5.6 µM;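 active = inhibition above that plate's mean sample inhibition plus 3 SD, cut at about 26% in these data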;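 note: 0% = ATP-challenged DMSO wells and 100% = DMSO wells without ATP; some compounds past the cut are filed as inactive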
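test system = CHO parental line | reagent = ATP stimulus | measured by = intracellular calcium via Fluo-8 no-wash fluorescent dye | control set = ATP and no-ATP DMSO wells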
OXTR potentiator – potentiates the human oxytocin receptor response | P30559 | CHO-OTR cells, Fluo-8 calcium fluorescence, potentiator mode; 0% = oxytocin EC15, 100% = EC100 | activation, % at 3 µM | actives 0.061% (n = 320,000);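 active = activation above that plate's cutoff, the mean activation of tested compounds plus 3 SD, cut at about 6.6% in these data, passing the limit was not always enough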;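 note: 100% uses oxytocin at 75 nM as the full agonist control; some results filed as inactive read as strong as hits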
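test system = CHO-OTR cells, human receptor | compound = single-point 3.0 µM | schedule = 6 min compound pre-incubation at room temperature, 100 s kinetic read | signal = Fluo-8 no-wash calcium dye fluorescence, excitation 470-495 nm, emission 515-575 nm | repeats = single well per compound, singlicate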
Numbers without * were called inactive; . = not tested or not shown. The order is random. Share with any hit: about 3.3%.

Values run as follows: V1aR counter	TAAR1 antag	TAAR1 agonist	CHO-K1 Ca antag	M1 ag parental	M1 ag	CHO-K1 Ca PAM	CHO parental Ca	OXTR potentiator
- Cc1ccccc1-c1cnc(C(O)c2ccc(F)cc2)[nH]1 (stereo unspecified)
    .	-3	1	-13	1.9	-4	32	.	.
- COc1ccc(-c2nc(-c3cccc(C)c3)no2)cc1OC
    0.9	.	.	-11	-0.3	-6	15	-19	-7
- c1ccc(-c2nc(NCCCn3ccnc3)c3oc4ccccc4c3n2)cc1
    1.8	18	14	5	1.7	-2	-4	-23	-1
- CC1CN(C(=O)COC(=O)c2ccc(F)cc2Cl)CC(C)O1 (stereo unspecified)
    4.6	-33	22	1	0.3	4	11	5	-4
- Cc1ccc(NC(=O)c2ccccc2-c2ccccc2C(=O)O)cc1
    0.5	1	7	-4	1.0	-8	26	1	-2
- Cc1cccc(N2C(=O)C(Oc3ccc(Cl)cc3Cl)C2C(=O)O)c1C (stereo unspecified)
    -0.1	11	-1	3	0.0	-6	5	-8	3
- COCOc1ccc(C=O)cc1OCOC
    0.1	-7	0	-3	0.3	-5	14	-13	2
- O=C1CC(N2CCOCC2)C(=O)N1CCc1ccccc1 (stereo unspecified)
    0.5	3	3	-14	0.3	-2	16	1	1
- Cn1c(NC(=O)C[n+]2cc(-c3ccc(Cl)cc3)n3c2CCC3)cc(=O)n(C)c1=O
    0.4	-6	1	-11	0.1	-12	20	-22	-3
- C[C@]12C(=O)N(c3cccc(Cl)c3)C(=O)N1[C@@H]1c3ccccc3OC[C@@H]1[C@H]2c1ccccc1
    2.3	-2	13	-2	0.3	-5	8	-21	1
- CCOC(=O)CSC1=C(C#N)C(c2ccccc2OCC)C(C#N)C(=O)N1 (stereo unspecified)
    0.1	-31	2	4	0.0	6	8	-3	5
- CCOC(=O)C1CCCN(Cc2cccc(Cl)c2)C1 (stereo unspecified)
    -0.7	-1	7	-36	0.1	-9	4	-11	4
- CCOC(=O)c1sc(NC(=O)CSc2nnnn2-c2ccc(C)cc2)c(C(=O)OCC)c1C
    0.7	6	13	-15	1.1	-4	19	-16	0
- Cc1cccc(C(=O)OC(C)C(=O)Nc2ccc(S(=O)(=O)Nc3ncccn3)cc2)c1C (stereo unspecified)
    0.1	-13	10	-11	0.3	-5	10	-6	-7
- CCOC(=O)c1ccccc1NC(=O)CSc1nc2c(sc(=S)n2CC)c(=O)[nH]1
    .	-23	2	-2	0.2	-4	12	.	.

Part of the list above in a different format:
smiles | V1aR counter | TAAR1 antag | TAAR1 agonist | CHO-K1 Ca antag | M1 ag parental | M1 ag | CHO-K1 Ca PAM | CHO parental Ca | OXTR potentiator
CCOC(=O)c1sc(NC(=O)CSc2nnnn2-c2ccc(C)cc2)c(C(=O)OCC)c1C | 0.7 | 6 | 13 | -15 | 1.1 | -4 | 19 | -16 | 0
Cc1cccc(C(=O)OC(C)C(=O)Nc2ccc(S(=O)(=O)Nc3ncccn3)cc2)c1C (stereo unspecified) | 0.1 | -13 | 10 | -11 | 0.3 | -5 | 10 | -6 | -7

(next part)
Values run as follows: V1aR counter	TAAR1 antag	TAAR1 agonist	CHO-K1 Ca antag	M1 ag parental	M1 ag	CHO-K1 Ca PAM	CHO parental Ca	OXTR potentiator
- O=C(Nc1nccs1)c1nc[nH]c1C(=O)N1CCc2ccccc2C1
    0.2	82*	82*	-14	0.5	-4	13	-8	1
- CCN1CCN(c2nc(Nc3cccc(OC)c3)nc(N)c2[N+](=O)[O-])CC1
    1.6	-7	3	-3	-0.2	-8	18	-6	-10
- COc1ccc(C(=O)N2CCCC(C(=O)c3ccccc3OC)C2)cc1OC (stereo unspecified)
    1.3	-4	-1	37*	3.1	-12	-11	1	-7
- O=C(NCc1ccccn1)c1cc(S(=O)(=O)N2CCCCC2)ccc1Cl
    0.9	9	1	-14	2.0	-3	15	-16	-4
- Cc1cccc(NS(=O)(=O)c2cc(C(=O)N3CCCC3)ccc2Cl)c1
    0.0	-3	7	-6	0.0	-4	16	-4	-7
- COc1ccc(/C=C/C(=O)OCC(=O)NC2CC2)c(OC)c1
    0.1	-15	2	-4	0.1	-2	-12	0	-5
- CC(C)C[C@H](NC(=O)[C@@H](O)[C@H](N)Cc1ccccc1)C(=O)O
    0.6	-2	2	.	.	.	.	-7	-17
- CC(C)COC(=O)N1CCCCC1c1cc(C(=O)Nc2ccccc2)no1 (stereo unspecified)
    .	-13	10	-15	2.1	-1	23	.	.
- COc1cccc(N2CCN(S(=O)(=O)c3cc4c(cc3Cl)NC(=O)CO4)CC2)c1
    1.3	10	1	-8	0.7	-3	14	-3	-4
- Cc1cc(C)cc(NC(=O)CSc2nc3nc(C)cc(C)n3n2)c1
    0.8	-4	13	7	0.6	-1	-14	-15	-3
- COC(=O)CCNC(=O)CCc1ccc(S(=O)(=O)N2CCCCCC2)cc1
    0.3	5	1	-27	0.1	-4	16	-15	-3
- CCOC1=C2[C@H](c3ccccc3)N(S(=O)(=O)c3ccc(C)cc3)[C@H](C(C)C)[C@H]2n2c(=O)n(-c3ccccc3)c(=O)n2C1
    .	-27	1	17	-0.3	-1	2	.	.
- CCCCOc1cccc(C(=O)N(Cc2ccco2)C2CCS(=O)(=O)C2)c1 (stereo unspecified)
    1.0	3	3	-14	3.1	-4	30	-8	-6
- O=C(c1cc2ccccc2oc1=O)N(Cc1ccc2c(c1)OCO2)Cc1ccco1
    0.0	47	11	3	2.6	-2	1	-13	-10
- COc1ccc(-c2noc(CCC(=O)NC3CCCCC3)n2)cc1
    4.4	17	22	13	4.0	2	-15	-12	-5
- Cc1cccc(CC(=O)N2CCN(C(=O)c3ccco3)CC2)c1
    0.8	-24	4	-10	1.2	-3	-8	-2	2
- O=C(COC(=O)c1cnccn1)NCc1ccccc1Cl
    .	10	1	12	0.1	1	-12	.	.
- CCOC(=O)c1cc(Sc2ccccc2N)cc(C(=O)OCC)n1
    6.1	-20	3	7	3.2	1	-2	-9	-9
- C/C(=N\NC(=O)c1c(C)nc2ccccn12)c1ccco1
    0.8	2	8	6	0.3	-5	7	-6	0
- COc1ccc(OC)c(S(=O)(=O)N2CCCCC2C(=O)N2CCN(c3ccccn3)CC2)c1 (stereo unspecified)
    4.2	10	10	-4	3.9	-4	10	-11	-14
- COc1ccc(-n2c(CN3CCOCC3)nc3ccc([N+](=O)[O-])cc3c2=O)c(OC)c1
    2.1	-17	4	5	1.9	-4	3	-8	-13
- Cc1cc(OCc2cn3cccnc3n2)ccc1Cl
    0.4	-4	4	11	-0.6	-4	-10	-17	-7
- COCCC1CCCCN1C(=O)c1cccc(OC2CCN(S(C)(=O)=O)CC2)c1 (stereo unspecified)
    .	2	0	5	0.1	-1	-23	.	.
- O=C(NC(Cc1ccccc1)C(=O)O)/C(=C\c1ccco1)NC(=O)c1ccc(Br)cc1 (stereo unspecified)
    -0.4	-8	7	-12	0.8	-4	23	-9	-8
- S=C(NCC1CC1)N/N=C/c1ccccc1Cl
    -0.4	-21	8	-17	-0.3	-5	0	-23	-5
- Cc1cc(NC(=O)CCN2C(=O)C3C4C=CC(C4)C3C2=O)c2ccccc2n1 (stereo unspecified)
    0.2	2	4	-8	1.2	-1	15	-9	0
- CCCS(=O)(=O)c1c(S(=O)(=O)CCC)c2ccc(C(N)=O)cn2c1C(=O)c1ccc(F)cc1
    0.8	-5	5	1	-0.1	-5	3	-21	-8
- Cn1cccc1CC(=O)N/N=C/c1ccc(Cl)cc1
    0.2	-9	4	-5	0.9	-3	9	-5	-5
- Cc1nc2ncccn2c1-c1csc(Nc2ccc(S(N)(=O)=O)cc2)n1
    0.0	-6	2	17	3.9	-6	-8	4	-1
- CC(=O)NCc1ccc(C(=O)CCl)s1
    -0.6	-28	2	-8	0.2	-5	8	15	-3
- CC1(C)C([N+](=O)[O-])C(c2ccccc2O)NC(c2ccccc2O)C1[N+](=O)[O-] (stereo unspecified)
    1.5	5	14	-17	3.5	-2	23	-12	-10
- CCOc1ccc(CN2CCN(Cc3c[nH]c4ccccc34)CC2)cc1
    4.4	8	4	-15	1.4	-6	4	-5	-14
- Cc1[nH]c2ccccc2c1C(=O)C(C)OC(=O)c1ccc(NC(=O)CC#N)cc1 (stereo unspecified)
    1.2	21	7	-7	2.5	1	8	3	-15
- COCCNC(=O)C1(C)CCCN(C(=O)c2ccc(OC)cc2OC)C1 (stereo unspecified)
    .	1	1	-1	0.0	0	13	.	.
- CN(C)S(=O)(=O)n1cc(/C=C(\NC(=O)c2ccccc2F)C(=O)NCCCN2CCOCC2)c2ccccc21
    2.6	15	6	-2	3.0	-3	-7	-22	0
- COC(=O)c1ccc(NC(=O)COc2ccc(N(C)S(=O)(=O)c3ccc(C)cc3)cc2)cc1
    7.6	30	5	-10	1.5	-1	4	12	-15
- O=S(=O)(Cc1ccccc1)N1CCN(C/C=C/c2ccccc2)CC1
    4.5	13	36	-15	1.4	-3	0	-1	-7
- NC(=S)N/N=C\c1c(OCc2ccccc2Cl)ccc2ccccc12
    0.0	13	-2	-6	-0.1	-3	10	-12	-13
- CC(C)NC(=O)Nc1nnc([C@@H]2C[C@H](O)[C@@H](CO)O2)s1
    .	-13	1	-3	0.2	-1	9	.	.
- CCOC(=O)Cn1c(=O)c(-c2ccccc2N)nc2ccccc21
    -1.2	-11	0	-5	0.7	-8	22	-9	0
- CCOC(=O)C(C(=O)OCC)N(C#N)c1nc(OC)nc(N(C)C)n1
    5.0	10	5	2	0.0	-3	3	-13	-7
- CN1CCN(C(=O)CN(c2cccc(Br)c2)S(=O)(=O)c2ccccc2)CC1
    0.8	-30	9	-13	1.1	-5	10	-10	-6
- Cc1cc(NC(=O)C2C3C(=O)N(CC4CCCO4)C(C(=O)NCc4ccccc4)C34C=CC2(C)O4)no1 (stereo unspecified)
    1.1	-26	2	-2	0.1	-3	15	-8	-19
- CCc1ccc(S(=O)(=O)N2CC(=O)Nc3ccccc32)cc1
    0.7	-19	1	-9	0.7	-1	2	-6	0
- O=C(O)CC/C(=N/NC(=O)CNC(=O)c1ccc2c(c1)OCCO2)c1ccccc1
    -0.2	-5	-3	-1	-1.3	-7	6	-27	-22
- CC(C)c1ccc(CC(=O)N2CCC2(C)C(=O)Nc2ccccc2)cc1 (stereo unspecified)
    .	17	3	-15	1.7	-4	21	.	.
- CCOc1ccc(NC(=O)Cn2c(=O)n(CCCC(=O)NC3CCN(Cc4ccccc4)CC3)c(=O)c3ccccc32)cc1
    -0.9	-5	-4	-10	-0.7	-10	-5	-36	2

Screening results as filed in PubChem.
